High-throughput results (PubChem BioAssay)
TDP1 cell noCPT = qHTS for Inhibitors of human tyrosyl-DNA phosphodiesterase 1 (TDP1): qHTS in cells in absence of CPT | DT40 Tdp1-/- hTDP1 cells, no CPT, ATP luminescence, 48 h | Potency, µM (top dose mostly 46.2 µM), inactives show at the top dose activity change, negative = growth inhibition, actives largely listed as inhibitors | 420,000 tested, 15% active | AID 686978, 2013; note: nearly all actives have a fitted effect of over 55% in size
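Stably hTDP1-transfected Tdp1-null chicken DT40 cells were treated with library compounds minus camptothecin and grown for at least 48 hr at 37 °C, after which cellular ATP was quantified by luminescence.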
GCN5L2 inh = qHTS Assay for Inhibitors of GCN5L2 | GCN5L2 HAT assay, ThioGlo1 CoA-SH fluorescence | Potency, µM (highest dose often 58.9 µM), for the others: top-dose activity change, negative = inhibition, actives largely listed as inhibitors | 390,000 tested, 0.21% active
Target sequence (Q92830 whole entry, looked up): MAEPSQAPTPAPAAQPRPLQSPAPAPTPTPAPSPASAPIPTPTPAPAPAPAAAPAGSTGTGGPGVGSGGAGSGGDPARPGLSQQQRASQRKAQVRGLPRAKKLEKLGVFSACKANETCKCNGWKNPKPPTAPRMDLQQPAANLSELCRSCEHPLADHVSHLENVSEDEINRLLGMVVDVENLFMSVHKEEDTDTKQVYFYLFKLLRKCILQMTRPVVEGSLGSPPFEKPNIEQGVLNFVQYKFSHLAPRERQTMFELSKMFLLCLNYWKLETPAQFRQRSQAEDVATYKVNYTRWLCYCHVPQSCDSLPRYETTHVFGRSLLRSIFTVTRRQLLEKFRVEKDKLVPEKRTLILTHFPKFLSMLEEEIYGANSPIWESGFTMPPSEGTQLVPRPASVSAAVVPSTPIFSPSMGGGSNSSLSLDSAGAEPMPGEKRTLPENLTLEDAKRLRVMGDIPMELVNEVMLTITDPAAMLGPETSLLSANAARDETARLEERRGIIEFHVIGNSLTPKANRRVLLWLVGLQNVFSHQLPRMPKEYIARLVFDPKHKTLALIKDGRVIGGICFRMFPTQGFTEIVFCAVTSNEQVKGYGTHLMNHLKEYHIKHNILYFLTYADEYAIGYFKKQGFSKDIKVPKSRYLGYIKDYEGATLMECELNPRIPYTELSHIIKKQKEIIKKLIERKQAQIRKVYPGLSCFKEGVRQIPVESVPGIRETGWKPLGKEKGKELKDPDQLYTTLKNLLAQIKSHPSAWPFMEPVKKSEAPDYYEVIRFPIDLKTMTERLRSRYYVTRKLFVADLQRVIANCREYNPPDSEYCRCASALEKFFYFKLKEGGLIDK
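Enzyme at 20nM final was mixed with library compounds for 15 min at room temperature. Peptide H3(1-25) at 75uM, acetyl-CoA at 70uM and ThioGlo1 at 50uM were then added. Plates were read immediately and after 20 min (Ex340nm/Em540nm).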
TDP1 cell CPT = qHTS for Inhibitors of human tyrosyl-DNA phosphodiesterase 1 (TDP1): qHTS in cells in presence of CPT; 420,000 tested, 12% active; AID 686979, 2013; chicken DT40 Tdp1-/-;hTDP1 cells + 20 nM CPT, ATP luminescence, 48 h; Potency, µM (series often up to 46.2 µM), for the others: at the highest dose activity change, negative = growth inhibition, usual class: inhibitors; note: nearly all actives have a fitted effect of over 55% in size
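Chicken DT40 Tdp1-/- cells stably complemented with human TDP1 were seeded at 400 cells/well in medium containing 20 nM camptothecin, exposed to pin-transferred compounds, and grown at 37 °C for at least 48 hr. Viability was read as ATP luminescence.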
Active calls of the source: *. Calls come from the whole dose curve; as a rule, active = well fitted curve in the direction sought with a large enough effect; inconclusive = small, poorly fitted or top-dose-only effect, or another doubt; inactive = no such curve, though single readings can be large; an effect the other way counts as inactive or inconclusive. % is set by controls: 0 for no effect and ±100 for the full control effect; potency is the fitted concentration of half-maximal effect. An excerpt (hit frequency here may not be typical).

How did Cc1cc(C)cc(N(CC(=O)N/N=C/c2ccncc2)S(=O)(=O)c2ccccc2)c1 do in these assays?
TDP1 cell noCPT: -27%; GCN5L2 inh: 2%; TDP1 cell CPT: -27%

Results for O=C1NC[C@H](CC2CCCCC2)N(CCc2cccc3ccccc23)C1=O ?
TDP1 cell noCPT: 16µM*; TDP1 cell CPT: inconclusive

How did Cc1ccc(-n2nc3c(c2NC(=O)c2ccc4c(c2)OCO4)CS(=O)C3)c(C)c1 (stereo unspecified) do in these assays?
TDP1 cell noCPT: -13%; GCN5L2 inh: -4%; TDP1 cell CPT: 0%

How did CCc1ccccc1NCC(=O)Nc1ccccc1C(=O)OC do in these assays?
TDP1 cell noCPT: inconclusive; GCN5L2 inh: 0%; TDP1 cell CPT: inconclusive

Results for O=C(O)CSc1nnnn1-c1ccc2c(c1)OCCO2 ?
TDP1 cell noCPT: -4%; GCN5L2 inh: -6%; TDP1 cell CPT: -11%

What do the screens show for `Cc1cc(C)c(C)c(S(=O)(=O)N2CCNCC2)c1C`?
TDP1 cell noCPT: -28%; GCN5L2 inh: -1%; TDP1 cell CPT: -13%

Results for COc1cccc(CCn2c(N)cc(=O)[nH]c2=S)c1OC ?
TDP1 cell noCPT: inconclusive; TDP1 cell CPT: inconclusive

Results for COc1cccc(Oc2cn[nH]c2-c2ccc(OC)cc2O)c1 ?
TDP1 cell noCPT: inconclusive; GCN5L2 inh: -8%; TDP1 cell CPT: inconclusive

What do the screens show for `CC1=NN(Cc2ccccc2)C(=O)C1`?
TDP1 cell noCPT: -9%; GCN5L2 inh: -1%; TDP1 cell CPT: -16%

Results for Cc1ccc(NC(=O)c2ccc(NCCCN3CCOCC3)c([N+](=O)[O-])c2)cc1Cl ?
TDP1 cell noCPT: 21µM*; GCN5L2 inh: -6%; TDP1 cell CPT: inconclusive

What do the screens show for `CS(=O)(=O)N1CCCC(C(=O)NC2CCCCCCC2)C1` (stereo unspecified)?
TDP1 cell noCPT: -15%; GCN5L2 inh: -4%; TDP1 cell CPT: -30%

How did CCCNc1c(NC(=O)c2ccc3c(c2)OCO3)c(=O)oc2ccccc12 do in these assays?
TDP1 cell noCPT: inconclusive; GCN5L2 inh: -27%; TDP1 cell CPT: inconclusive

How did CN1CCN(c2ccc(S(=O)(=O)N3CCOCC3)cc2NC(=O)COc2ccc(C#N)cc2)CC1 do in these assays?
TDP1 cell noCPT: 0%; TDP1 cell CPT: -10%

What do the screens show for `C=C(C)COc1ccc(-c2nc(N)ncc2Oc2ccccc2OCC)c(O)c1`?
TDP1 cell noCPT: inconclusive; GCN5L2 inh: inconclusive; TDP1 cell CPT: inconclusive

How did O=C(CCCOc1ccc(Cl)cc1Cl)Nc1nnc(C2CC2)s1 do in these assays?
TDP1 cell noCPT: -2%; GCN5L2 inh: 0%; TDP1 cell CPT: -12%

Results for C=CCNC(=O)c1ccc(N(CC=C)S(C)(=O)=O)cc1 ?
TDP1 cell noCPT: 12%; GCN5L2 inh: -7%; TDP1 cell CPT: 0%

Results for O=C(CCSc1ccc(Cl)cc1)N1CCN(c2ncccn2)CC1 ?
TDP1 cell noCPT: inconclusive; GCN5L2 inh: -3%; TDP1 cell CPT: 13µM*

How did c1csc(-c2nc(N3CCOCC3)c3ccccc3n2)c1 do in these assays?
TDP1 cell noCPT: inconclusive; GCN5L2 inh: -5%; TDP1 cell CPT: inconclusive

What do the screens show for `O=C(O)c1c[nH]c2ccc(F)cc2c1=O`?
TDP1 cell noCPT: -23%; GCN5L2 inh: -10%; TDP1 cell CPT: 1%

Results for Cc1ccc(S(=O)(=O)N2C[C@H]3[C@H]4C(=O)N(Cc5ccccc5)C(=O)[C@H]4CC(=O)[C@H]3[C@@H]2c2ccccc2F)cc1 ?
TDP1 cell noCPT: inconclusive; TDP1 cell CPT: inconclusive

Results for COc1ccc(CCNC(=O)C2CCCN2C(=O)Nc2ccc(Cl)cc2)cc1OC (stereo unspecified) ?
TDP1 cell noCPT: 7%; GCN5L2 inh: -5%; TDP1 cell CPT: -5%

Results for CCS(=O)(=O)NCCc1csc2nc(-c3ccc(C)cc3)nn12 ?
TDP1 cell noCPT: inconclusive; GCN5L2 inh: -4%; TDP1 cell CPT: 16µM*

Results for CN(C)c1ccc(-c2cccc(C3CC=CC4C3C(=O)N(Cc3ccccc3)C4c3ccc(C(F)(F)F)cc3)c2)cc1 (stereo unspecified) ?
TDP1 cell noCPT: 23µM*; GCN5L2 inh: 4%; TDP1 cell CPT: 12µM*

How did Cc1ccc(S(=O)(=O)N(Cc2cc3ccccc3[nH]c2=O)c2cccc(C)c2)cc1 do in these assays?
TDP1 cell noCPT: 7.3µM*; GCN5L2 inh: -3%; TDP1 cell CPT: 10µM*

Results for COC(=O)C(CC(C)C)NC(=O)/C=C/c1ccc(Cl)cc1 (stereo unspecified) ?
TDP1 cell noCPT: -8%; GCN5L2 inh: -3%; TDP1 cell CPT: 13%

Results for COC(=O)c1ccc(NC(=O)CC2C(=O)N(c3ccc(Cl)cc3)C(=O)N2Cc2cccs2)cc1 (stereo unspecified) ?
TDP1 cell noCPT: inconclusive; GCN5L2 inh: -4%; TDP1 cell CPT: 23µM*

How did CCC1(C2CCN(Cc3c(C)[nH]c4ccccc34)CC2)NC(=O)N(Cc2ccc3c(c2)OCO3)C1=O (stereo unspecified) do in these assays?
TDP1 cell noCPT: 16µM*; TDP1 cell CPT: 23µM*

Results for CCC(C)(C)n1nnnc1C(c1ccccn1)N1CCN(c2cccc(OC)c2)CC1 (stereo unspecified) ?
TDP1 cell noCPT: -28%; GCN5L2 inh: -4%; TDP1 cell CPT: 4%

How did Cc1c(/C(O)=C2\C(=O)C(=O)N(CCN(C)C)C2c2cccnc2)cnn1-c1ccccc1 (stereo unspecified) do in these assays?
TDP1 cell noCPT: 1%; GCN5L2 inh: -6%; TDP1 cell CPT: 4%

Results for CC1CN(C2CCN(S(=O)(=O)c3ccc(F)cc3)CC2)CC(C)O1 (stereo unspecified) ?
TDP1 cell noCPT: -11%; GCN5L2 inh: -5%; TDP1 cell CPT: -11%

Results for O=C(N1CCN(Cc2ccccc2)CC1)C(Cl)(Cl)Cl ?
TDP1 cell noCPT: -11%; GCN5L2 inh: -1%; TDP1 cell CPT: 8%

How did FC(F)(F)c1ccc(N=Cc2sc(N3CCOCC3)nc2-c2ccccc2)cc1 do in these assays?
TDP1 cell noCPT: -26%; GCN5L2 inh: -4%; TDP1 cell CPT: -3%

How did COCCNC(=S)N1CCN(S(=O)(=O)c2ccc(Cl)s2)CC1 do in these assays?
TDP1 cell noCPT: 5%; GCN5L2 inh: -19%; TDP1 cell CPT: -7%

What do the screens show for `Cc1cc(C(=O)Nc2ccccc2-c2nc(CNC(=O)c3ccccc3Cl)c(C)o2)c(C)o1`?
TDP1 cell noCPT: -6%; TDP1 cell CPT: 19%

How did CCCn1c(=N)n(CC(=O)c2ccc(Cl)c(Cl)c2)c2ccccc21 do in these assays?
TDP1 cell noCPT: 12µM*; GCN5L2 inh: -5%; TDP1 cell CPT: 10µM*

How did Cc1ccsc1/C=N/Nc1ccc(Cl)nn1 do in these assays?
TDP1 cell noCPT: inconclusive; GCN5L2 inh: -16%; TDP1 cell CPT: inconclusive

What do the screens show for `CC1Cc2ccccc2N1C(=O)COC(=O)c1ccc(Cl)nc1` (stereo unspecified)?
TDP1 cell noCPT: -4%; GCN5L2 inh: 0%; TDP1 cell CPT: 13%

What do the screens show for `Cc1cc(=O)oc2cc(OCC3CC(c4ccc(N(C)C)cc4)=NO3)ccc12` (stereo unspecified)?
TDP1 cell noCPT: -20%; GCN5L2 inh: 0%; TDP1 cell CPT: -19%

Results for CCc1nnc(N/N=C/c2c(Cl)cccc2Cl)n1N ?
TDP1 cell noCPT: -5%; GCN5L2 inh: 19%; TDP1 cell CPT: -16%

What do the screens show for `Cc1ccc2nc(-c3ccccc3)cc(C(=O)NCCCn3ccnc3)c2c1`?
TDP1 cell noCPT: -18%; GCN5L2 inh: -3%; TDP1 cell CPT: -18%

How did O=C(CSc1nnc(NC(=O)c2ccco2)s1)Nc1ccccc1Br do in these assays?
TDP1 cell noCPT: -6%; GCN5L2 inh: -2%; TDP1 cell CPT: 9%

What do the screens show for `CCCC(=O)C1=C(c2ccccc2)C(C#N)(C#N)C(C#N)=C1N`?
TDP1 cell noCPT: 15µM*; GCN5L2 inh: -8%; TDP1 cell CPT: 18µM*

Results for CC(C)C[C@H](NC(=O)C1CC(=O)N(c2ccc3c(c2)OCCO3)C1)C(=O)NC1CCCC1 (stereo partly specified) ?
TDP1 cell noCPT: 7%; GCN5L2 inh: 0%; TDP1 cell CPT: -2%

Results for O=C(NN=C1c2ccccc2-c2ccccc21)c1ccccc1Br ?
TDP1 cell noCPT: -17%; GCN5L2 inh: -3%; TDP1 cell CPT: -24%

Results for N#CCC(=O)NN=C1CCCCCCCCCCC1 ?
TDP1 cell noCPT: -2%; GCN5L2 inh: 11%; TDP1 cell CPT: -19%

Results for Cn1c(=O)n(C)c2cc(NS(=O)(=O)c3ccccc3)ccc21 ?
TDP1 cell noCPT: -6%; GCN5L2 inh: 1%; TDP1 cell CPT: inconclusive

How did CCOc1ccc(NC(=S)N2CCC(c3nc4ccccc4[nH]3)CC2)cc1 do in these assays?
TDP1 cell noCPT: 1%; GCN5L2 inh: -4%; TDP1 cell CPT: 2%

What do the screens show for `O=C(c1ccc2ncsc2c1)N1CCN(c2cccc(C(F)(F)F)c2)CC1`?
TDP1 cell noCPT: 1.5µM*; GCN5L2 inh: -4%; TDP1 cell CPT: 2.9µM*

How did COc1cccc(C2NC(=O)NC(C)=C2C(=O)OCC2CCCO2)c1 (stereo unspecified) do in these assays?
TDP1 cell noCPT: -22%; GCN5L2 inh: -11%; TDP1 cell CPT: 0%

Results for CC1(C)Cc2c(cnn2-c2ccc(F)cc2)C(NC(=O)CCc2ccncc2)C1 (stereo unspecified) ?
TDP1 cell noCPT: 0%; GCN5L2 inh: -7%; TDP1 cell CPT: 1%

Results for CC(C)NC(=O)N1CCC2(CC1)CCN(C(=O)c1cc(C(F)(F)F)cc(C(F)(F)F)c1)CC2 ?
TDP1 cell noCPT: inconclusive; GCN5L2 inh: -8%; TDP1 cell CPT: -27%

What do the screens show for `CN(C)c1ccc2c(c1[N+](=O)[O-])Cc1ccccc1-2`?
TDP1 cell noCPT: -13%; TDP1 cell CPT: 7%

How did COc1ccccc1N1CCN(C2CCCCC2NS(=O)(=O)c2ccccc2)CC1 (stereo unspecified) do in these assays?
TDP1 cell noCPT: 16µM*; GCN5L2 inh: 3%; TDP1 cell CPT: 21µM*

What do the screens show for `COc1ccc(S(=O)(=O)NC2CCCCCC2)cc1C(N)=O`?
TDP1 cell noCPT: 2%; GCN5L2 inh: 0%; TDP1 cell CPT: -19%

What do the screens show for `COc1ccc(NC(=O)CSc2nc(=O)n(CCN3CCOCC3)c3c2CCC3)c(OC)c1`?
TDP1 cell noCPT: -11%; GCN5L2 inh: 1%; TDP1 cell CPT: -2%

Results for O=C(NCc1ccco1)c1ccc2c(c1)N(Cc1ccc(Cl)cc1)C(=O)c1ccccc1S2 ?
TDP1 cell noCPT: inconclusive; GCN5L2 inh: -12%; TDP1 cell CPT: inconclusive

Among those listed so far, 6 contain an NH in an aromatic ring.
Results for COc1cccc(CCn2c(N)cc(=O)[nH]c2=S)c1OC ?
TDP1 cell noCPT: inconclusive; TDP1 cell CPT: inconclusive

Results for COc1cccc(Oc2cn[nH]c2-c2ccc(OC)cc2O)c1 ?
TDP1 cell noCPT: inconclusive; GCN5L2 inh: -8%; TDP1 cell CPT: inconclusive

What do the screens show for `O=C(O)c1c[nH]c2ccc(F)cc2c1=O`?
TDP1 cell noCPT: -23%; GCN5L2 inh: -10%; TDP1 cell CPT: 1%

How did Cc1ccc(S(=O)(=O)N(Cc2cc3ccccc3[nH]c2=O)c2cccc(C)c2)cc1 do in these assays?
TDP1 cell noCPT: 7.3µM*; GCN5L2 inh: -3%; TDP1 cell CPT: 10µM*

How did CCC1(C2CCN(Cc3c(C)[nH]c4ccccc34)CC2)NC(=O)N(Cc2ccc3c(c2)OCO3)C1=O (stereo unspecified) do in these assays?
TDP1 cell noCPT: 16µM*; TDP1 cell CPT: 23µM*

How did CCOc1ccc(NC(=S)N2CCC(c3nc4ccccc4[nH]3)CC2)cc1 do in these assays?
TDP1 cell noCPT: 1%; GCN5L2 inh: -4%; TDP1 cell CPT: 2%
